UDG counterscr = Primary qHTS assay for inhibitors of Activation Induced Cytidine Deaminase (AID): UDG Counterscreen signal | Uracil-DNA glycosylase | FRET deamination/UDG coupled assay, UDG read, 4 h | Potency, µM (titrated, usually from 115 µM), inactives show at the top dose activity change, negative = inhibition, most hits filed as inhibitors | hit rate 0.14% among 91,000; further: nearly all actives have a fitted effect of over 65% in size
AID inh = Primary qHTS assay for inhibitors of Activation Induced Cytidine Deaminase (AID): AID signal | AID 1347428, 2020 | AID deamination FRET fluorescence, UDG-coupled, 4 h | Potency, µM (top dose mostly 115 µM), without a hit: top-dose activity change, negative = inhibition, hits mostly inhibitors | hit rate 0.32% among 91,000; further: nearly all actives have a fitted effect of over 25% in size
Target sequence (Q9GZX7 whole entry, looked up): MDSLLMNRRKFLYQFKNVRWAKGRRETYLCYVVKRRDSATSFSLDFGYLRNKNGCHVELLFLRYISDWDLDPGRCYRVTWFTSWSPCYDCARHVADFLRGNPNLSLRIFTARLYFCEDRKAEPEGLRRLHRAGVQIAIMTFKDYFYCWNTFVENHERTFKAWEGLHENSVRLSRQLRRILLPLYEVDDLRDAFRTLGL
Active calls of the source: *; ? = inconclusive; & = joins results of further samples; [ ] = another dose, or the depositor's remark. The call rests on the fitted dose curve; in most records, active means well fitted curve in the direction sought with a large enough effect; inconclusive means small, poorly fitted or top-dose-only effect, or another doubt; inactive means no such curve, though single readings can be large; an effect the other way counts as inactive or inconclusive. On the % scale 0 is the no-effect control and ±100 the full control effect; potency means the concentration at half of the fitted maximal effect. An excerpt; count on the stated rates, not on these rows.

SMILES	UDG counterscr	AID inh
CCOc1ccc(SC(C(N)=O)c2ccccc2)cc1 (configuration not stated)	-10%	-1%
CCn1c(=O)c2sccc2n2c(CCCC(=O)N3CCN(c4cc(Cl)ccc4C)CC3)nnc12	11%	-29%
COc1ccc(-c2noc(CN(C(=O)c3ccc(C)cc3C)C(C)C)n2)cc1	-21%	-14%
COc1ccccc1N1CCN(C(=O)c2cc3c(=O)n(C)c4ccccc4c3s2)CC1	-8%	34%[activator]
COc1ccc(OCc2nc(C#N)c(NCCN3CCOCC3)o2)cc1	13%	0%
Cc1ccc(CN2CCC(CNC(=O)CCc3nnc4ccc(N5CCCCC5)nn34)C2)cc1 (configuration not stated)	1%	-7%
N#Cc1nc(COc2ccc(Br)cc2)oc1NC1CC1	-9%	0%
CCN(c1ncnc2c1cnn2-c1ccc(C)cc1)C1CCCCC1	-25%	9%
O=C(NCCC(=O)N1CCN(c2ncccn2)CC1)c1ccc(F)cc1F	1%	4%
CC(=O)c1cccc(NC(=O)Cn2cc(C(=O)c3cccc(Cl)c3)c(=O)c3ccc(C)nc32)c1	1%	19%
CCOc1ccc(N2C(=O)N(Cc3c(F)cccc3Cl)c3ccccc3S2(=O)=O)cc1	3%	-16%
Cc1cc(=O)oc2cc3occ(-c4ccccc4)c3cc12	9%	-2%
COc1ccc(-c2cc(C(=O)OC(C)C#N)c3ccccc3n2)cc1OC (configuration not stated)	9%	-6%
CCOC(=O)c1c(C)oc2nc(C)nc(NCc3ccccc3OCC)c12	-16%	?
CCc1c(C)nc2nncn2c1Nc1cccc(C)c1	-4%	3%
CCOC(=O)c1ccc(N2CCN(c3cccc(OC)c3)CC2)c(NC(=O)Nc2ccc(OCC)cc2)c1	-3%[57.5 µM]	8%
Cc1ccc(C)c(NC(=O)Cn2nc(C)c3ccccc32)c1	4%	-5%
Cc1ccc(-n2nc3ccc(NC(=O)c4oc5ccc(C)cc5c4C)cc3n2)cc1	3%	87%[activator]
CC(N)c1ccc(OCC(F)(F)F)cc1 (configuration not stated)	3%	1%
COc1ccccc1NC(=O)c1ccccc1NC(=O)c1ccccc1	0%	11%

Six compounds drawn at random from the list so far:
SMILES	UDG counterscr	AID inh
Cc1ccc(-n2nc3ccc(NC(=O)c4oc5ccc(C)cc5c4C)cc3n2)cc1	3%	87%[activator]
COc1ccc(-c2noc(CN(C(=O)c3ccc(C)cc3C)C(C)C)n2)cc1	-21%	-14%
COc1ccccc1NC(=O)c1ccccc1NC(=O)c1ccccc1	0%	11%
COc1ccccc1N1CCN(C(=O)c2cc3c(=O)n(C)c4ccccc4c3s2)CC1	-8%	34%[activator]
O=C(NCCC(=O)N1CCN(c2ncccn2)CC1)c1ccc(F)cc1F	1%	4%
CCN(c1ncnc2c1cnn2-c1ccc(C)cc1)C1CCCCC1	-25%	9%

(listing goes on)
SMILES	UDG counterscr	AID inh
Cc1ccc(-c2cc(C(F)(F)F)n3ncc(-c4ccc(Cl)cc4)c3n2)cc1	1%	-15%
Cc1ccc(OCCSc2nc3ccc(NC(=O)c4cccs4)cc3s2)cc1	-21%	26%
OCC(CO)(CO)NCC(O)CNC(CO)(CO)CO	5%	4%
COc1cc([C@@H]2c3cc4c(cc3[C@H](O)C3COC(=O)[C@@H]32)OCO4)cc(OC)c1OC (some centres not stated)	-1%	-1%
Cc1c(Cl)cccc1NC(=O)N1CCN(C(=O)c2nsc3ccccc23)CC1	?	-4%
COC(=O)c1ccc(COc2ccccc2C#N)cc1	0%	-7%
COc1ccc(C=O)cc1COc1cc(C)cc(C)c1	3%	0%
COc1ccc(CCNC(=O)c2ccc(C3Nc4ccccc4S(=O)(=O)N3)cc2)cc1OC (configuration not stated)	-4%	-10%
O=C(O)c1cc(Br)cs1	0%	1%
CC1(C)CC(NC(=O)C2CCCC2)CC(C)(CNC(=O)C2CCCC2)C1 (configuration not stated)	8%	10%
CCOC(=O)c1c(C)[nH]c(CCC(=O)NCc2ccc(N(C)C)cc2)c1C	4%[57.5 µM]	6%
O=C(Cc1ccc2c(c1)CCC2)Nc1ccccc1Cc1ccccc1	-8%	2%
Cc1nn(CCCC(=O)Nc2cccc(C(F)(F)F)c2)c(=O)c2nn(-c3ccccc3)c(C)c12	3%	-14%
COc1ccc(Br)c2c1/C(=N/OC(=O)c1cccc3ccccc13)CC2	7%	2%
CC1=C(c2ccc(C)c(C)c2)S(=O)(=O)N=C1N1CCN(c2cccc(C(F)(F)F)c2)CC1	0%	6%
Cc1ccc(C)c(NC(=O)Cn2c(=O)n(CC3CCCO3)c(=O)c3ccccc32)c1 (configuration not stated)	-6%	6%
COc1ccc2oc(=O)cc(CN3CCN(C(=O)c4ccccc4F)CC3)c2c1	-1%&8%	-5%&9%
Cc1cccc(Cn2c(CN3CCC(C(=O)NCCc4ccccc4)CC3)cc3ccccc32)c1	-29%[57.5 µM]	?
COc1ccc(C(=O)Nc2nc3cc(OC)c(OC)cc3c(=O)[nH]2)cc1	1%	?
CN1C(=O)CC(C(=O)Nc2ccc(C(=O)O)cc2)SC1=Nc1ccc(Cl)cc1 (configuration not stated)	-4%	0%

Profiles as entered above. Values in the order: UDG counterscr	AID inh
Profile of O=C(O)c1cc(Br)cs1 → 0%	1%
Profile of Cc1nn(CCCC(=O)Nc2cccc(C(F)(F)F)c2)c(=O)c2nn(-c3ccccc3)c(C)c12 → 3%	-14%
Profile of CN1C(=O)CC(C(=O)Nc2ccc(C(=O)O)cc2)SC1=Nc1ccc(Cl)cc1 (configuration not stated) → -4%	0%
Profile of Cc1ccc(OCCSc2nc3ccc(NC(=O)c4cccs4)cc3s2)cc1 → -21%	26%
Profile of Cc1ccc(-c2cc(C(F)(F)F)n3ncc(-c4ccc(Cl)cc4)c3n2)cc1 → 1%	-15%

Going on with the list.
SMILES	UDG counterscr	AID inh
CC(=O)Nc1ccc(S(=O)(=O)Nc2nc3n(n2)C(c2ccccc2)C=C(c2ccc(Cl)cc2)N3)cc1 (configuration not stated)	-1%	?
Cc1oc(-c2ccccc2)nc1C(=O)NC1CCCCC1	2%	-11%
CC(c1ccccc1)N(C)C(=O)NC1CCCC(C(F)(F)F)C1 (configuration not stated)	-2%	-3%
Cc1cc(Br)ccc1NC(=O)CSc1c2c(nc3ccccc13)CCC2	1%[57.5 µM]	-5%
CCCc1nn2c(=O)cc(COC(=O)c3ccc(NC(=O)COc4ccccc4)cc3)nc2s1	-4%	16%
COc1ccccc1CNC(=O)CCn1nc(C)c2c(C)n(-c3ccccc3)nc2c1=O	-14%	?
CN(C)c1ccc(CNC(=O)C2CCCN(S(=O)(=O)c3ccc4c(c3)oc(=O)n4C)C2)cc1 (configuration not stated)	-6%	-13%
Cc1ccc(NC(=O)CCCc2nnc3n(C)c(=O)c4sccc4n23)cc1F	-10%	-8%
COc1ccc(NC(C)=O)cc1NC(=O)CNC(c1ccc(F)cc1)c1cccs1 (configuration not stated)	-18%	?
Cc1ccc(Cn2c(CNS(=O)(=O)c3c(C)cc(C)cc3C)nc3cccnc32)cc1	6%	122%[activator]
CC(C)Oc1ccc(C(=O)Nc2ccc3oc(=O)ccc3c2)cc1	5%	3%
COc1cc(C=O)ccc1OCc1c(F)cccc1Cl	-11%	-10%
COc1ccc(S(=O)(=O)Nc2cc(N3CCCS3(=O)=O)ccc2OC)cc1	-4%	8%
CCc1cccc(CC)c1NC(=O)CO/N=C/c1ccccc1O	-3%	-8%
CCOc1ccc2oc(C(=O)N3CCN(CC(=O)Nc4c(C)cccc4C)CC3)c(C)c2c1	-3%	-1%
C(=N\Nc1cccc2cccnc12)/c1c[nH]c2ccccc12	-10%	-2%
CC1CCN(CCCNC(=O)CN2C(=O)CSc3ccc(S(=O)(=O)N4CCOCC4)cc32)CC1	1%	-22%
O=C(NCc1ccco1)NNc1nc2c(-c3ccccc3)nnn2c2ccccc12	-2%	-6%
COC(=O)C1=CN(C)C=C(C(=O)OC)C1c1cccs1	-7%	-3%
O=C1CC(c2ccc(Br)cc2)c2c(ccc3ccccc23)N1 (configuration not stated)	-9%[57.5 µM]	?
CCOC(=O)c1c(NC(=O)CSc2cn(CCNC(=O)c3ccc(OC)c(OC)c3)c3ccccc23)sc2c1CCCC2	-4%	?
Cc1ccc(CNC(=O)CSCc2ccccc2C)cc1	-25%	-9%
Cc1c(Cl)cccc1NC(=O)COC(=O)c1ccc2ccccc2n1	-2%	2%
Cc1nc(N2CCCC2)ncc1C(=O)Nc1ccccc1	-8%	-10%
FC(F)(F)c1cccc(Nc2c3c(nc4ccc(Cl)cc24)CCC3)c1	-10%&-14%	?
CC(C)(C)C(=O)/C(C#N)=C\c1ccc(C#N)cc1	1%	-4%
Cc1cccc(N(C)C(=O)COC(=O)c2ccc(F)c(Cl)c2)c1	7%	-7%
O=C1c2oc3ccccc3c(=O)c2C(c2ccccc2F)N1Cc1ccc2c(c1)OCO2 (configuration not stated)	-1%	1%
COc1ccc(NC(=O)C2Cc3ccccc3N2C(=O)c2ccccc2)cc1OC (configuration not stated)	-11%	97%[activator]
O=C(NCCC(=O)N1CCCC(C(F)(F)F)C1)c1ccc(Cl)cc1 (configuration not stated)	-5%	6%
Cc1ccc2oc(C(=O)Nc3ccc4c(c3)NC(=O)C(C)O4)cc(=O)c2c1 (configuration not stated)	0%	5%
O=C(OCc1ccccc1)c1cccnc1	5%	8%
CN1CCN(CCC(=O)Nc2ccc(Cl)cc2)CC1	4%	96%[activator]
CC(C)c1ccc(C(=O)NC(C)c2ccccc2F)cc1 (configuration not stated)	-1%	-5%
Cc1nn(-c2nc(-c3ccccc3)cc(C(F)(F)F)n2)c(C)c1Cl	-8%	?
Cc1ccc(-c2cc(C(=O)Oc3cccc(Br)c3)no2)cc1	2%	-4%
O=C(COC(=O)c1cc2c(s1)CCCC2)Nc1ccc(Cl)cc1	-9%	-11%
CCCSc1ncc(Cl)c(C(=O)Nc2c(C(=O)Nc3ccccc3)oc3ccccc23)n1	-7%	9%
CCCC1CCCN(C(=O)Cn2nc(C)c3ccccc3c2=O)CC1 (configuration not stated)	3%	-9%
Clc1ccc(-c2csc(NC3CCCC3)n2)c(Cl)c1	-5%	-17%
Cc1cc(C)cc(-n2c(SCC(=O)Nc3nnc(C)s3)nc3c([nH]c4ccccc43)c2=O)c1	2%	40%[activator]
Cc1nsc(N)c1C(=O)OCc1csc(-c2cccc(Br)c2)n1	-6%	-2%
CCOC(=O)C1CCN(Cc2cc(=O)oc3cc(C)ccc23)CC1	1%	-7%
CCOc1ccccc1NC(=O)N1CCN(S(=O)(=O)c2ccc3c(ccn3C)c2)CC1	-7%	-15%
Cc1ccc(CCCOC(=O)CN2CCCC2)cc1	-4%	1%
CC1CC(=O)C(C)(C)N(C)C1 (configuration not stated)	1%	0%
COc1ccccc1N1CCN(S(=O)(=O)c2ccc(-c3coc(C)n3)cc2)CC1	-6%	4%
CCOC(=O)c1ccccc1NC(=O)N1CCC(N2CCN(Cc3ccccc3)C(=O)C2=O)CC1	-13%[57.5 µM]	-24%
COC(=O)c1ccccc1NC(=O)c1ncoc1-c1ccco1	?	16%
CSc1ccc(/C=C/C(=O)Nc2ccc(I)cc2C)cc1	-16%	-15%
Cc1nn(-c2ccc(N3CCCCC3)nn2)c(C)c1CCC(=O)NCc1ccc(Cl)cc1	-8%[57.5 µM]	-11%
Cc1cn2c(=O)cc(COc3ccc(Cl)cc3)nc2s1	-3%	3%
O=C1CN(C(=O)c2ccc(S(=O)(=O)N3CCCCC3)cc2)C(c2ccc(F)cc2)c2cc(Cl)ccc2N1 (configuration not stated)	-4%	-23%
CC1(C)CC(=O)c2cc(-c3nc(-c4ccc(Cl)cc4)cs3)c(=O)n(-c3cccc(F)c3)c2C1	-8%	-8%
O=C(/C=C/c1c(Cl)cccc1Cl)c1ccc(OC(F)F)cc1OC(F)F	-10%	-17%
CCNC(c1ccccc1)c1ccccc1	-4%	4%
O=Cc1ccc(OCc2cccc(Cl)c2)cc1	-1%	-2%
CCOC(=O)CSc1nc2c(c(=O)[nH]c(=O)n2C)n1Cc1cccc(Br)c1	9%	-3%
COc1ccc(S(=O)(=O)N2CCc3ccccc32)cc1C(=O)OCC(=O)Nc1ccccc1	-3%	-7%
Cc1ccc(NC(=O)CSc2nccn2C2CCCC2)cc1Cl	-7%	-18%

A portion of the results above, for reference:
SMILES	UDG counterscr	AID inh
Cc1cc(C)cc(-n2c(SCC(=O)Nc3nnc(C)s3)nc3c([nH]c4ccccc43)c2=O)c1	2%	40%[activator]
Cc1nsc(N)c1C(=O)OCc1csc(-c2cccc(Br)c2)n1	-6%	-2%
CCOC(=O)C1CCN(Cc2cc(=O)oc3cc(C)ccc23)CC1	1%	-7%

(continued)
SMILES	UDG counterscr	AID inh
O=C(CSc1nc2c([nH]c3ccccc32)c(=O)n1-c1ccc(F)cc1)NC1CCCCC1	-8%	12%
CCC(CC)C(NC(=O)CCc1cccs1)c1ccccc1 (configuration not stated)	-2%	-6%
CCOc1ccc(CN(C)CC(O)COc2ccc(C)cc2C)cc1OC (configuration not stated)	-5%	-3%
Cc1ccc(-n2ncc(C(=O)N3CCc4ccccc4C3)c2C2CCN(C(=O)OC(C)(C)C)CC2)cc1C	43%[activator]	0%
OC(CNCc1ccc(-c2ccccc2)cc1)c1ccccc1 (configuration not stated)	-6%	-3%
